V1aR counter: V1a receptor agonism, counter-screen for OXTR agonists. activation, % at 3 µM. P37288. AID 2797. 0.25% of 320,000 active. CHO-V1R cells, Fluo-8 calcium fluorescence, agonist mode; 0% DMSO, 100% 3 nM vasopressin;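 active = activation above the mean activation of all tested compounds plus 3 SD, per screening run, cut at about 20% in these data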;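 also: signal is peak over basal fluorescence ratio across a 100 second FLIPR read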
M1 ag parental: M1 agonist counterscreen hit in parental CHO-K1 cells. Fluo-8 calcium fluorescence; scaled to maximal ATP response, vehicle zero. activation, % at 3 µM. 0.48% of 360,000 active; in the data active = activation above about 15%;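 also: untransfected CHO-K1 host cells lacking M1 receptor as counterscreen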
M1 ag: agonists of human M1 muscarinic receptor. CHO-K1 hM1, Fluo-8 calcium fluorescence, agonist mode; 0% DMSO, 100% acetylcholine EC100. P11229. 0.33% of 360,000 active. activation, % at 3 µM;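 active = activation above the run's mean compound activation plus 3 SD, cut at about 16% in these data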;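 also: peak over basal fluorescence ratio within a 140 s kinetic read after compound addition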
CHO parental Ca: signal in parental CHO cells, OX1R antagonist counter-screen; parental CHO-K1, ATP-induced calcium, Fluo-8 fluorescence; inhibition, % at 5.6 µM; 0.63% of 330,000 active; AID 463079;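 active = inhibition above that plate's mean sample inhibition plus 3 SD, cut at about 26% in these data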;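 also: 0% = ATP-challenged DMSO wells and 100% = DMSO wells without ATP; some compounds past the cut are filed as inactive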
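Material: parental CHO cells / Compound: single nominal dose of 5.6 µM per compound / Signal: Fluo-8 fluorescence / Replicates: singlicate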
CHO-K1 Ca antag: nonselective inhibitor or artifact in parental CHO-K1 cells. ATP-induced calcium, Fluo-8 fluorescence. 0.6% of 360,000 active. inhibition, % at 3 µM. AID 602250;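 active = inhibition above a per-plate cutoff, the plate's mean sample inhibition plus 3 SD, cut at about 24% in these data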;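 also: 0% = DMSO plus EC80 ATP and 100% = DMSO alone without ATP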
TAAR1 antagonist: antagonists of human TAAR1. Q96RJ0. CHO RD-HGA16 TAAR1, Fluo-8 calcium fluorescence, antagonist. inhibition, % at 3 µM. 1.5% of 360,000 active. AID 624466;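 active = inhibition above a per-plate cutoff, the mean inhibition of test compounds on that plate plus 3 SD, cut at about 49% in these data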;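 also: 0% = DMSO plus EC80 beta-PEA response and 100% = DMSO alone without agonist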
Target sequence (Q96RJ0 whole entry, looked up): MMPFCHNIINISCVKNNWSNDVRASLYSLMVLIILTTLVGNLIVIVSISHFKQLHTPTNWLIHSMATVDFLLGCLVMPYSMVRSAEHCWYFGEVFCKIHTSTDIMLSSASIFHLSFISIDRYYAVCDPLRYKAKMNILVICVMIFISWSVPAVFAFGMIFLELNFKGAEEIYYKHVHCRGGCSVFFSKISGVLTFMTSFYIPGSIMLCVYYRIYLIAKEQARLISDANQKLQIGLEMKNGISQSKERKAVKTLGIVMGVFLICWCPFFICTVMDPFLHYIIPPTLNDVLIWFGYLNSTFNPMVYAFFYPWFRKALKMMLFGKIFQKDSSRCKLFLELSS
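Assay system: RD-HGA16 CHO cells with stable hTAAR1 and Gα16 / Reagent: EC80 β-phenethylamine stimulus / Doses: 3 µM, single point / Timing: dye loading 75 min at 37 °C, then 30 min room temperature / Measured by: Fluo-8 intracellular calcium dye fluorescence, real-time kinetic reads / Controls: vehicle wells and EC80 agonist wells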
TAAR1 agonist: human TAAR1 agonism. AID 624467. 0.99% of 360,000 active. activation, % at 3 µM. Q96RJ0. CHO RD-HGA16 TAAR1, Fluo-8 calcium fluorescence; vehicle wells 0%, saturating PEA agonist 100%;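 active = activation above the mean activation of all test compounds in the run plus 3 SD, cut at about 38% in these data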
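test system = CHO RD-HGA16 cells carrying human TAAR1 plus Gα16 | schedule = 17-24 h seeding, 75 min 37 °C dye, 30 min RT | compound dosing = 3 µM single concentration | control set = DMSO and PEA EC100 | replicates = n 1 | signal = Fluo-8 fluorescence, 5 s baseline then 140 s kinetic read | measure = percent activation vs PEA EC100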
CHO-K1 Ca PAM: nonselective activator or artifact in parental CHO-K1 calcium assay | ATP EC20, Fluo-8 calcium fluorescence; 0% at ATP EC20, 100% at ATP max | activation, % at 3 µM | 0.02% of 360,000 active | AID 602247;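 active = activation above the run cutoff, the mean activation of all test compounds plus 3 SD, cut at about 40% in these data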;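 also: peak over basal fluorescence ratio in a 140 s read after ATP addition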
OXTR potentiator: human OXTR potentiation. P30559. CHO-OTR cells, Fluo-8 calcium fluorescence, potentiator mode; 0% = oxytocin EC15, 100% = EC100. activation, % at 3 µM. 0.061% of 320,000 active. AID 2445;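 active = activation above that plate's cutoff, the mean activation of tested compounds plus 3 SD, cut at about 6.6% in these data, passing the limit was not always enough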;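 also: 100% uses oxytocin at 75 nM as the full agonist control; some results filed as inactive read as strong as hits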
Target sequence (P30559 whole entry, looked up): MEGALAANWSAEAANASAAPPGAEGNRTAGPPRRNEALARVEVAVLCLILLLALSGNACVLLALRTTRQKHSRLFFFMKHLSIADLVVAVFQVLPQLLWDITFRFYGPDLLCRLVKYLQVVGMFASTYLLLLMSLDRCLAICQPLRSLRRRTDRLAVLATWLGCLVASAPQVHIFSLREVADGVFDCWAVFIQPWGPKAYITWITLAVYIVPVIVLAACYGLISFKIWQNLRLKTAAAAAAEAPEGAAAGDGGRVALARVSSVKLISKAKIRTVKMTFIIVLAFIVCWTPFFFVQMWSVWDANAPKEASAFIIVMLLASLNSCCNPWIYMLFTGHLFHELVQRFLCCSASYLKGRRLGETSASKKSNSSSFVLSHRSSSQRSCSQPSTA
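Material: human OTR in CHO cells. Compound: 3.0 µM, one dose. Timing: compound 6 min at room temperature before oxytocin, 100 s read. Evaluation: % activation of max/min ratio relative to oxytocin controls. Replication: single well per compound, singlicate. Signal: Fluo-8 calcium dye fluorescence.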
* = called active by the depositor; · = not tested or not shown.

SMILES	V1aR counter	M1 ag parental	M1 ag	CHO parental Ca	CHO-K1 Ca antag	TAAR1 antagonist	TAAR1 agonist	CHO-K1 Ca PAM	OXTR potentiator
NC(=O)C1=C[C@@H](c2ccc(C(F)(F)F)cc2)C[C@@H](OCCCCO)O1	-0.5	0.1	-3	-7	-11	-3	-1	8	-2
O=C(Nc1nnc([C@H]2C[C@H](O)[C@@H](CO)O2)s1)NC(c1ccccc1)c1ccccc1	·	0.5	-2	·	-1	-32	2	8	·
O=C(NC1CCCc2ccccc21)C1CCN(S(=O)(=O)c2cccc3nsnc23)CC1 (configuration not stated)	-0.3	0.2	-4	4	-1	11	2	10	-6
COc1cccc(CN2CCN(Cc3cccc4nonc34)CC2CCO)c1 (configuration not stated)	1.4	0.9	-13	-25	-3	7	6	15	5
C=CCNC(=S)N1CCN(Cc2ccc3c(c2)OCO3)CC1	0.9	0.2	-6	-4	5	5	0	8	-13
Fc1ccccc1OCCCn1ccnc1	0.5	1.1	-9	0	-9	-7	7	14	0
COc1ccc(-c2noc(CCC(=O)NC3CCCCCC3)n2)cc1OC	·	1.0	-2	·	-3	-11	1	13	·
CC(C)CCn1c(Oc2ccccc2Cl)nc2c1c(=O)n(C)c(=O)n2C	-1.3	0.0	-5	-20	-12	-1	25	24	-13
O=S(=O)(c1ccc(Cl)nc1)N1CCN(Cc2ccc3c(c2)OCO3)CC1	2.0	0.2	-4	-21	3	8	8	14	-9
N/C(=N\OC(=O)c1ccc2c(c1)OCO2)c1ccncc1	0.5	0.9	-3	3	-12	-21	1	12	-6
COc1ccc(NC(=O)CSCC(=O)Nc2cc(Cl)ccc2N2CCOCC2)cc1	-1.2	-0.4	-5	-20	6	-4	-1	-5	-7
CCOc1ccc(CN(C(=O)c2cccs2)C2CCS(=O)(=O)C2)cc1 (configuration not stated)	0.0	1.3	-2	-7	-8	-27	0	5	-4
COc1ccc(CC(=O)N2CC3(C)CC2CC(C)(C)C3)cc1 (configuration not stated)	-0.8	0.3	-2	-5	-15	-20	11	9	-6
CCCCNC(=O)COc1ccccc1C(=O)c1cc(C#N)c(=O)n(CCOC)c1	1.7	1.4	-5	-18	-7	-12	1	18	-4
O=C(c1ccc(Br)cc1)N1CCCC(c2nc(-c3cccs3)no2)C1 (configuration not stated)	2.6	2.9	-3	-20	-20	15	2	22	-15
CC(C)Cc1nnc(NC(=O)C2CC(=O)N(Cc3ccccc3)C2)s1 (configuration not stated)	1.4	0.5	-1	-10	-7	-31	2	14	3
COc1ccc(CCNC(=O)Cn2nc(C(=O)O)c3ccccc3c2=O)cc1OC	-0.2	-0.6	-4	-19	8	23	9	-16	-8
CC1(C)CC(NC(=O)C2CCN(S(=O)(=O)c3cccc(C(F)(F)F)c3)CC2)CC(C)(C)N1	0.3	1.3	-8	-7	-18	-7	2	21	-5
COc1ccc(C)c2sc(=NC(=O)c3ccc(C(C)=O)cc3)n(C)c12	-0.2	0.7	-4	-21	-13	-18	0	22	0
Cc1cccc(NC(=O)C(=O)NCCc2c[nH]c3ccccc23)c1C	4.1	0.8	4	-19	7	12	20	-25	-12
COCCNC(=S)N(CCc1c(C)[nH]c2ccc(F)cc12)Cc1ccco1	3.5	3.2	-7	-10	-8	3	6	1	-7
O=C(NCCN1CCOCC1)c1cc(-c2ccccc2)on1	1.6	0.9	0	-4	-18	-13	6	11	-5
C/C(=N\NC(=O)c1ccc(-c2ccccc2)cc1)c1cccc(N)c1	-0.1	-0.1	-1	-12	3	7	0	-18	-16
O=C(CN(c1cccc(C(F)(F)F)c1)S(=O)(=O)c1ccc(Cl)c([N+](=O)[O-])c1)NCc1ccccc1	0.0	1.0	-6	17	-7	10	-1	20	-6
COC(=O)CSc1nnc(CNC(=O)c2ccco2)n1-c1ccc(F)cc1	0.4	0.4	-7	6	-6	·	·	2	-7
Remaining list, next part
SMILES	V1aR counter	M1 ag parental	M1 ag	CHO parental Ca	CHO-K1 Ca antag	TAAR1 antagonist	TAAR1 agonist	CHO-K1 Ca PAM	OXTR potentiator
Cc1ccc(NC(=O)C(CC(C)C)NC(N)=O)cc1Cl (configuration not stated)	0.3	0.9	-6	-10	-6	5	2	26	-10
O=C(NCCS(=O)(=O)c1ccc(Cl)cc1)c1ccc(F)cc1	-0.5	2.5	-6	-8	-7	10	-1	25	-3
CCn1nnnc1SCC(=O)Nc1ccc(OC)cc1	-0.3	-0.3	-4	-4	9	18	5	-4	-12
CCc1c(C(=O)NNC(=S)Nc2ccc(S(=O)(=O)Nc3ncccn3)cc2)csc1C	0.1	0.1	-1	-2	-8	-27	3	18	-8
CC(C)(O)C(=O)NN(C(=O)c1ccccc1)c1cccc(Br)c1	0.0	-0.3	-2	-6	-4	-15	8	4	-10
O=C(Nc1ccc2c(c1)OCCO2)c1[nH]c(C(F)(F)F)nc1-c1ccccc1	·	8.4	6	·	-19	5	5	-4	·
Cc1nc2ccc(C(=O)N3CCN(Cc4ccccc4)CC3)cc2[nH]1	1.2	7.6	4	-8	-2	6	0	6	-6
O=C(NCCc1ccccc1)C1CCN(S(=O)(=O)c2ccc(-n3cnnn3)cc2)CC1	0.1	1.2	-3	-16	-4	3	28	18	-18
COc1ccccc1CN1CCCC(C(=O)N(C)Cc2ccccc2)C1 (configuration not stated)	·	0.3	-5	·	-8	11	1	9	·
COCCN(C)Cc1nc(C(c2ccccc2)c2ccccc2)no1	-1.0	0.8	-7	-13	-8	-22	-1	21	2
Cc1ccc2nc(Cn3cc(C(F)(F)F)ccc3=O)cc(=O)n2c1	0.0	1.1	-2	-15	-12	-3	2	6	-9
CCc1ccc(-c2nc(CN3CCC(C(=O)NCc4ccc(F)cc4)CC3)c(C)o2)cc1	13	-0.6	-3	-10	6	10	9	0	-6
COc1ccc(OCC(=O)NNC(=O)C2CCN(c3ncnc4sc(C)c(C)c34)CC2)cc1	5.9	8.6	2	-14	-20	29	10	3	-11
CC(C)COC(=O)Nc1nnc(SCCOc2ccccc2)s1	-0.2	0.8	-2	-10	7	4	11	10	-20
COc1ccc(/C=C/C(=O)OCC(=O)NCCC2=CCCCC2)cc1S(=O)(=O)N1CCOCC1	5.4	7.6	-3	-7	-9	-20	7	13	-5
COc1ccc(C(=O)NC(=S)N2CCOCC2)cc1Br	-0.5	0.9	-3	-5	-6	-28	3	12	-3
COC(=O)c1sc(N)c(C(=O)OC)c1COC(=O)CCNS(=O)(=O)c1ccc(C)cc1	2.3	3.8	2	-8	-11	17	14	-4	-7
CN(Cc1ccccc1)C(=O)c1ccc(NC(=O)Cc2ccc(NC(=O)C3CCN(S(=O)(=O)c4cccc([N+](=O)[O-])c4)CC3)cc2)cc1	·	0.2	-4	·	-7	-7	3	-10	·
Cc1ccc(C(=O)Nc2ccc(C(=O)NCC3CCCO3)cc2)cc1 (configuration not stated)	·	0.6	5	·	-4	2	12	-12	·
Cc1ccc(C(=C2C3C=CC2C2C(=O)NC(=O)C32)c2ccc(C)cc2)cc1 (configuration not stated)	1.1	0.5	-7	-3	3	·	·	20	-3
CC(C)c1nc(SCC(=O)NC2CCCCC2)c2ccccc2n1	0.1	0.5	5	6	-7	-6	-2	2	-9
CCc1ccccc1NC(=O)CN(C1CCCCC1)S(C)(=O)=O	-0.3	0.8	-1	-4	-8	4	1	18	-9
O=C(NNC(=S)NCc1ccccc1)c1ccc2c(c1)OCO2	0.8	-0.2	-2	-3	1	-9	3	9	-5
COc1cc2cc(CCCOC(=O)c3cc(OC)c(OC)c(OC)c3)oc(=O)c2cc1OC	1.2	0.8	-10	-17	-8	3	7	27	9
O=C(COC(=O)Cc1ccc(F)cc1)NCCc1ccccc1	-0.4	-0.5	3	-5	9	28	15	-20	-7

Complete entries, quoted from the list. Values in the order: V1aR counter, M1 ag parental, M1 ag, CHO parental Ca, CHO-K1 Ca antag, TAAR1 antagonist, TAAR1 agonist, CHO-K1 Ca PAM, OXTR potentiator
`CC(C)c1nc(SCC(=O)NC2CCCCC2)c2ccccc2n1` is entered as 0.1, 0.5, 5, 6, -7, -6, -2, 2, -9
`CCc1ccc(-c2nc(CN3CCC(C(=O)NCc4ccc(F)cc4)CC3)c(C)o2)cc1` is entered as 13, -0.6, -3, -10, 6, 10, 9, 0, -6
`COc1ccc(C)c2sc(=NC(=O)c3ccc(C(C)=O)cc3)n(C)c12` is entered as -0.2, 0.7, -4, -21, -13, -18, 0, 22, 0

More entries:
SMILES	V1aR counter	M1 ag parental	M1 ag	CHO parental Ca	CHO-K1 Ca antag	TAAR1 antagonist	TAAR1 agonist	CHO-K1 Ca PAM	OXTR potentiator
c1ccc2nc(-c3ccc(-n4ccnc4)cc3)ccc2c1	2.3	2.7	-7	-12	-12	2	9	4	-1
Cn1c(N)c(C(=O)c2cc(-c3ccncc3)nc3ccccc23)c(=O)n(C)c1=O	5.3	0.1	-3	-3	-14	-9	2	-9	-1
CCOc1ccc(CCN2C(=O)C(=O)N([C@@H](CC(C)C)CN3CCC[C@H]3CN3C(=O)C(=O)NC[C@@H]3Cc3ccc(O)cc3)C[C@@H]2Cc2ccccc2)cc1	·	0.2	·	·	-15	-13	0	6	·
CC(C)(Cc1ccc(O)cc1)NC(=O)CC(=O)N=Nc1c(O)[nH]c2cc(Br)ccc12	-1.3	0.3	-4	1	-4	-4	12	-8	-18
CO/N=C/c1c(-c2ccccc2)nn(C)c1Cl	-0.2	-0.8	-2	-16	-10	14	3	29	1
C=C(C)COc1ccc(-c2nc(N)ncc2-c2ccc(Cl)cc2)c(O)c1	-0.1	0.0	-4	-23	-27	-24	0	-4	-3
Cc1ccc(-c2ccc(CCC(=O)O)n2-c2ccc(O)cc2)cc1	0.7	0.8	-2	-5	-45	3	3	13	-4
CC1(C)Oc2ccc3ccc(=O)oc3c2C(N2CCCCC2)C1O (configuration not stated)	-0.3	0.3	-6	-10	-12	2	8	12	-2
Brc1ccccc1-c1nnc(COc2ncnc3ccccc23)o1	1.1	1.0	0	-8	-10	7	13	1	-11
Cc1cc(C(=O)N/N=C\c2cc(C(C)(C)C)c(O)c(C(C)(C)C)c2)n[nH]1	2.1	0.3	-4	-8	0	-1	5	5	-12
O=C(CN1CCCCCCC1)N/N=C/c1ccccc1F	0.3	0.5	-7	-5	-3	2	3	8	-3
Cc1c(C#N)c2ncn(CC#N)c(=O)c2n1-c1ccccc1	0.6	0.2	4	5	-13	1	-1	11	-9
Nc1c(-c2ccccc2)c(CN2CCOCC2)nn1-c1ccccc1	-0.6	0.6	-11	-10	-2	-13	13	19	-1
CC(=O)c1ccc(S(=O)(=O)N2CCC(NC(=O)Nc3cccc(F)c3)CC2)cc1	5.8	8.6	-3	-6	-13	48	14	14	-3
CC1(C)Cc2nc3oc4c(NCc5ccccc5)ncnc4c3cc2CO1	0.1	0.6	-1	0	-6	2	16	1	-4
